TSHR antag = Antagonists of the Thyroid Stimulating Hormone Receptor: HTS campaign; AID 504810, 2011; activity change, negative = inhibition, % at 11.5 µM; hit rate 0.2% among 330,000; TSHR-expressing cells, TSH-stimulated cAMP HTRF, 2 h; hits give low values;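 active means activity change below a set negative limit, meaning inhibition stronger than a set level, cut at about -70% in these data; inconclusive means activity change between two set negative limits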; further: on the % scale 0 is the no-effect control and ±100 the full control effect
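Cell-based HTRF cAMP assay; TSHR cells + compound, TSH EC80 (4nM final), 2 h, 37 deg C. Lysis with anti-cAMP cryptate and cAMP-d2, 30 min RT, read 665/620 nm.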
PTAP TSG101 blk = qHTS Assay for Iinhibitors of HIV-1 Budding by Blocking the Interaction of PTAP/TSG101. Tumor susceptibility gene 101 protein (Homo sapiens), Q99816. Fluorescence polarization, FITC-PTAP peptide / Tsg101 binding. Potency, µM (doses to about 115 µM), inactives show top-dose activity change, negative = inhibition, actives largely listed as inhibitors. 340,000 tested, under 10 active. AID 493005, 2010; active means well fitted inhibition curve with a large enough effect in the main read-out, with a control signal flat, not every such curve was filed as active; inconclusive means small, poorly fitted or top-dose-only effect, or effect the other way, or a change in a side signal; inactive means no such curve, though single readings can be large or run the other way; further: potency means the concentration at half of the fitted maximal effect; % of control where 0% means no effect
Target sequence (Q99816 whole entry, looked up): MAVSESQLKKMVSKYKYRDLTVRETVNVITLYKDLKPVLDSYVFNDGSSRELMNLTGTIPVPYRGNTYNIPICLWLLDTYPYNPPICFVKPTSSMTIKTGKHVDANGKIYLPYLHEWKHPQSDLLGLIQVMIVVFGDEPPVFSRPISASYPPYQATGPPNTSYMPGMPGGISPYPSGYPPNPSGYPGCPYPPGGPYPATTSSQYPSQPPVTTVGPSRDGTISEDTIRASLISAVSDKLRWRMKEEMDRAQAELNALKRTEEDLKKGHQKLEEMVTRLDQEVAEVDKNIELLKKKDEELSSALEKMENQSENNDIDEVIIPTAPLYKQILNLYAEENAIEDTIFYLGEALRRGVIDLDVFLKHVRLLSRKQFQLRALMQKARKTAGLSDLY
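Tsg101 binding domain (10 uM final) was mixed with compound and a FITC-labeled PTAP peptide (50 nM final) in HEPES pH 7.5 buffer with NaCl, Tween 20, EDTA and TCEP; fluorescence polarization was read after 20 min at r.t.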
Mito fusion act = qHTS Assay for Small Molecule Inhibitors of Mitochondrial Division or Activators of Mitochondrial Fusion; S. cerevisiae fusion-defective mutant growth rescue, CellTiterGlo 48 h; Potency, µM (series often up to 46.1 µM), for inactives: top-dose growth rescue (activation), most hits filed as activators; hit rate 0.23% among 320,000; AID 485298, 2010;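 further: potency means the concentration at half of the fitted maximal effect; % of control where 0% means no effect; nearly all actives have a fitted effect of over 45% in size; temperature-sensitive fusion mutants such as fzo1-1 at 37 °C on non-fermentable ethanol glycerol medium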
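Yeast fusion mutant, YPEG (non-fermentable carbon), compound, 48 h at 37C non-permissive; CellTiterGlo added, 10 min RT, luminescence read. Rescued growth = division inhibition.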
TCR activator = Activators of T cell receptors: qHTS campaign. primary human leukocytes, anti-CD3, IL-2 HTRF, 48 h. 330,000 tested, under 10 active. Potency, µM (titrated, usually from 9.22 µM), inactives show top-dose activation of IL-2 secretion, actives largely listed as activators; further: % of control where 0% means no effect
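TCR engagement came from a-CD3 beads alone, with compounds added to primary human leukocytes for 48 hr. Secreted IL-2 bridged europium cryptate- and d2-labelled anti-IL-2 antibodies, giving FRET emission at 665nm after 320nm excitation.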
S-ASM inh = Inhibitors of Secretory Acid Sphingomyelinase (S-ASM): qHTS; Sphingomyelin phosphodiesterase (Homo sapiens), P17405; placental ASM, HMU-PC fluorogenic substrate, 60 min; Potency, µM (highest dose often 57.5 µM), inactives show at the top dose activity change, negative = inhibition, actives largely listed as inhibitors; hit rate 0.006% among 340,000; AID 504937, 2011; further: potency means the concentration at half of the fitted maximal effect
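qHTS format. ASM enzyme prepared from human placenta hydrolyses the fluorogenic substrate HMU-PC0 (9 uM final) over 60 min at 37 °C after a 10 min compound preincubation.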
Menin MLL FP TR = qHTS Assay for Inhibitors Targeting the Menin-MLL Interaction in MLL Related Leukemias: Competition With Texas Red Labeled MLL-derived Mutant Peptide | O00255 | Menin + Texas Red MLL mutant peptide, fluorescence polarization | Potency, µM (series often up to 61.6 µM), inactives show at the highest dose FP activity change, negative = inhibition, actives largely listed as inhibitors | hit rate 0.23% among 270,000; active means well fitted inhibition curve with a large enough effect in the polarisation, with a control signal flat, not every such curve was filed as active; inconclusive means small, poorly fitted or top-dose-only effect, or effect the other way, or a change in a side signal; inactive means no such curve, though single readings can be large or run the other way; the % refers to the polarisation; further: potency means the concentration at half of the fitted maximal effect; % of control where 0% means no effect; many of its hits are not listed in these tables
Target sequence (O00255 whole entry, looked up): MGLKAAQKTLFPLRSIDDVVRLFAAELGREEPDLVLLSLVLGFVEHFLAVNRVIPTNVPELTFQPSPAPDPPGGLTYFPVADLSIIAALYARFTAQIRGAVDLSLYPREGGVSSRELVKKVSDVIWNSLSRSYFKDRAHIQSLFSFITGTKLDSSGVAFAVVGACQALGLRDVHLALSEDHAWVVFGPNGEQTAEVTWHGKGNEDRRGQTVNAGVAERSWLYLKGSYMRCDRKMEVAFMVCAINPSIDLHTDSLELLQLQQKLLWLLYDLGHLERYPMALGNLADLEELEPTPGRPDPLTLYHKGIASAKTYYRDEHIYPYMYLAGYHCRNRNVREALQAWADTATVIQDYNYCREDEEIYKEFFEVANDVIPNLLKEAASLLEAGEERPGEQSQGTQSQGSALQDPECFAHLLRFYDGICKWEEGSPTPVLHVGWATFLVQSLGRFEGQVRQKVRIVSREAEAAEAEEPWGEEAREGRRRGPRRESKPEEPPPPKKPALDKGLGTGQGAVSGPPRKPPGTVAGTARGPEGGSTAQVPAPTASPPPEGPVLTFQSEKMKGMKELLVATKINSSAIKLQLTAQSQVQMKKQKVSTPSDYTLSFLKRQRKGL
AT treatment = qHTS Assay for Identifying a Potential Treatment of Ataxia-Telangiectasia. […] A-T fibroblasts, KAP-1 phosphorylation AlphaLISA; neocarzinostatin DNA damage 30 min before lysis. Potency, µM (top dose mostly 57.5 µM), for the others: at the top dose activation, actives largely listed as activators. hit rate 0.19% among 320,000; further: potency means the concentration at half of the fitted maximal effect; % of control where 0% means no effect; nearly all actives have a fitted effect of over 45% in size
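hTERT-immortalized A-T patient fibroblasts ([…]), 500 cells/well in OPTI-MEM, 1% FBS, got compounds for 60 min, then NCS for 30 min at 37C. Lysates were then assayed for phospho-KAP-1 by AlphaLISA (anti-pKAP1 donor, anti-KAP1 acceptor beads), 6 hr at 25C.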
CXXC DNA block = qHTS Fluorescence Polarization Assay for Inhibitors of MLL CXXC domain - DNA interaction; Histone-lysine N-methyltransferase 2A (Homo sapiens), Q03164; MLL-CXXC / FITC-HOXA9 DNA fluorescence polarization; Potency, µM (doses to about 115 µM), without a hit: at the highest dose activity change, negative = inhibition, actives largely listed as inhibitors; hit rate 0.037% among 290,000; AID 2662, 2010; active means well fitted inhibition curve with a large enough effect in the polarisation, with a control signal flat, not every such curve was filed as active; inconclusive means small, poorly fitted or top-dose-only effect, or effect the other way, or a change in a side signal; inactive means no such curve, though single readings can be large or run the other way; the % refers to the polarisation; further: potency means the concentration at half of the fitted maximal effect
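Purified MLL-CXXC (added from a 7 uM solution) was preincubated 5 min at ambient with pinned compounds in 50 mM Tris-HCl pH 7.5, 50 mM NaCl, 1 mM DTT, 0.05% BSA. Fluorescein-labeled HOX-A9 DNA (50 nM solution) followed, 30 min, then polarization read.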
MBNL1 CUG block = qHTS Assay for Inhibitors of MBNL1-poly(CUG) RNA binding | TR-FRET MBNL1-His/biotin-(CUG)12 binding, 665/545 ratio | Potency, µM (top dose mostly 57.5 µM), for the others: top-dose activity change, negative = inhibition, hits mostly inhibitors | hit rate 0.036% among 280,000 | AID 2675, 2010 | Muscleblind-like protein 1 (Homo sapiens), Q9NR56; active means well fitted inhibition curve with a large enough effect in the signal ratio, with a control signal flat, not every such curve was filed as active; inconclusive means small, poorly fitted or top-dose-only effect, or effect the other way, or a change in a side signal; inactive means no such curve, though single readings can be large or run the other way; the % refers to the signal ratio; further: potency means the concentration at half of the fitted maximal effect; on the % scale 0 is the no-effect control and ±100 the full control effect
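His-tagged MBNL1 binding to biotinylated (CUG)12 RNA was measured by TR-FRET using terbium anti-His antibody (0.055 ng/ul final) and streptavidin-XL665 (5 nM final). Compounds were titrated 92 nM to 58 uM; 60 min at room temperature.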
Integrin act MD = qHTS for Activators of Integrin-Mediated Alleviation for Muscular Dystrophy | Potency, µM (titrated, usually from 38.3 µM), without a hit: top-dose activation, most hits filed as activators | alpha7betagal myoblasts, beta-gal FDG fluorescence, 48 h | hit rate 0.064% among 350,000;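 further: potency means the concentration at half of the fitted maximal effect; 100% = response of the positive control SU9516; nearly all actives have a fitted effect of over 60% in size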
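Alpha7betagal+/- myoblasts (passage 13) were plated 16-24 hr, then exposed to compounds (1:260 dilution of DMSO stock) for 48 hours at 37C. After MPER lysis, β-galactosidase reporter activity was read as FDG fluorescence (ex 480/em 540) after 30 minutes.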
* marks the source's active call; other numbers are inactive results; u = inconclusive; x = not tested or not shown; [ ] = remark or other dose. Unless noted, the call rests on the fitted dose curve; in most records, active means well fitted curve in the direction sought with a large enough effect; inconclusive means small, poorly fitted or top-dose-only effect, or another doubt; inactive means no such curve, though single readings can be large; an effect the other way counts as inactive or inconclusive.

SMILES	TSHR antag	PTAP TSG101 blk	Mito fusion act	TCR activator	S-ASM inh	Menin MLL FP TR	AT treatment	CXXC DNA block	MBNL1 CUG block	Integrin act MD
O=C(CSc1nnc(CNC(=O)c2ccc(F)cc2)o1)NCc1ccccc1Cl	5	x	0%	9%	-3%	22%	4%	2%	-8%	-19%
CCOC(=O)c1nn(-c2ccc(F)cc2)c(=O)cc1OCC(=O)Nc1cccc(C)c1	26	-8%	6%	6%	0%	x	-7%	x	x	15%
CC(=O)C(Cc1cnc(Cl)s1)(Cc1cnc(Cl)s1)C(C)=O	-1	-4%	2%	-1%	1%	-11%	-1%	3%	1%	17%
Cc1nnc(SCC(=O)NC2CC2)s1	-6	-5%	2%	0%	9%	x	5%	5%	3%	23%
O=C(/C=C/c1cccc([N+](=O)[O-])c1)n1cnc2ccccc21	5	-3%	-8%	5%	1%	-1%	8%	25%	4%	-12%
CC(C)Oc1ccc(CCNC(=O)CC2C(=O)NCCN2C)cc1 (stereo not drawn)	3	-5%	-3%	1%	5%	x	2%	24%	-9%	-14%
CC(=O)Oc1ccc(-c2nc3c(C)cccc3c(=O)o2)cc1	-11	1%	-5%	x	-4%	19%	3%	-1%	34%[activator]	3%
Cc1ccc(C(=O)Oc2ccc(/C=C3\C(=N)N4N=C(N5CCOCC5)SC4=NC3=O)cc2)cc1	-10	-8%	-4%	-1%	-23%	u	-1%	x	21%	7%
O=C(c1cc(F)c(F)cc1Cl)N1CCN(c2ncccn2)CC1	8	-8%	1%	-1%	2%	x	1%	1%	5%	-23%
Cc1ccc(CNC(=O)c2ccccc2NC(=O)CN2CC(C)OC(C)C2)cc1 (stereo not drawn)	-9	-1%	-1%	-1%	4%	-1%	3%	-8%	1%	-18%
CCCCSc1nc(C(=O)O)cc(=O)[nH]1	-7	0%	-1%	1%	-3%	x	15%	-11%	x	3%
COc1ccc(CC(=O)N2CCOCC2)cc1	13	-1%	3%	4%[46.1 µM]	1%	2%	4%	-5%	6%	1%
Cc1nn(-c2ccccc2)c2sc(C(=O)NNC(=O)COc3cccc4ccccc34)cc12	-1	-6%	0%	2%	-2%	u	-1%	25%	3%	-30%[inhibitor]
CSc1ccc(S(=O)(=O)NCC(=O)OCC(=O)NCc2cccs2)cc1[N+](=O)[O-]	-7	0%	-6%	-3%	-2%	x	7%	x	x	4%
Cn1nccc1C(=O)NC(=S)Nc1cc(Cl)cc(Cl)c1	-3	-1%	-20%	0%	-3%	x	5%	1%	107%[activator]	10%
CCc1ccc(N(C(=O)c2csnn2)C(C(=O)NCc2ccccc2)c2ccco2)cc1 (stereo not drawn)	43	-8%	6%	0%	-1%	14%	15%	-7%	-8%	12%
Cc1nc2ccccc2c2c1CC(C)S2 (stereo not drawn)	-2	2%	-1%	-3%	1%	x	-3%	0%	22%	-22%
COc1ccc(-c2nc3c([nH]2)c(=O)n(C)c(=O)n3C)c(OC)c1	25	-13%	2%	-2%	4%	8%	2%	-4%	0%	1%
CCc1cc2cc(OC)ccc2nc1SCC(=O)Nc1cc(OC)c(OC)cc1C(=O)O	-9	-5%	-2%	-2%	9%	u	-1%	-8%	u	6%
O=C(NCCCn1ccnc1)c1cc(Cl)cc(Cl)c1	-2	-1%	-1%	-6%	2%	17%	-23%	5%	-6%	-10%
COc1cc(N=Nc2ccccc2C(=O)O)ccc1O	-9	4%	-18%	4%	-1%	12%	-3%	5%	u	9%
Cc1ccc(CNc2nnnn2C)cc1	35	-2%	1%	4%	2%	0%	7%	-13%	-6%	-27%
O=C(O)[C@@H]1CCCN1S(=O)(=O)c1cccc2cccnc12	-2	-3%	-6%	8%	2%	x	24%	x	x	-6%
COC(=O)c1cc2occc2n1Cc1c(F)cccc1Cl	-19	x	-6%	x	x	-8%	19%	0%	20%	x
COc1ccc(C(N)=O)cc1NC(=O)CC(O)(C(F)(F)F)C(F)(F)F	18	3%	-5%	-2%	0%	-7%	6%	34%[activator]	2%	-29%

Remaining list, next part
SMILES	TSHR antag	PTAP TSG101 blk	Mito fusion act	TCR activator	S-ASM inh	Menin MLL FP TR	AT treatment	CXXC DNA block	MBNL1 CUG block	Integrin act MD
CCC(=O)Oc1oc(-c2ccccc2)nc1C=Nc1ccc(C)cc1	-5	-3%	-7%	-3%	1%	x	-4%	-7%	-3%	-10%
COCCNC(=O)c1c(C)cc(C)cc1C	-2	-1%	-1%	-1%	1%	12%	1%	3%	-1%	0%
Cc1ccc(NC(=S)NCc2ccc(F)cc2)cc1	x	0%	x	4%	6%	x	x	x	x	0%
O=C(/C=C/c1ccccc1Cl)NCc1cccs1	-7	0%	u	3%	1%	12%	0%	12%	x	3%
CCN(C(=O)COC(=O)CNC(=O)c1cccs1)c1c(N)n(Cc2ccccc2)c(=O)[nH]c1=O	x	-1%	x	-5%	-1%	x	x	x	x	10%
CCOC(=O)C1CCCN(c2c(N3CCC(N4CCCCC4)CC3)c(=O)c2=O)C1 (stereo not drawn)	7	-4%	2%	3%	-11%	u	3%	3%	6%	17%
C=CCn1c(SCC(=O)NCC2CCCO2)nnc1-c1ccncc1 (stereo not drawn)	5	-6%	0%	5%	8%	x	-1%	x	x	-7%
Cc1nn(C(=O)Cn2ccc([N+](=O)[O-])n2)c(C)c1Cl	-6	6%	-1%	4%	6%	6%	-40%	30%	2%	14%
CCOC(=O)c1c(N)sc2c(OC)c(Br)ccc12	x	0%	3%	-9%	-12%	u	x	-1%	-6%	7%
CCc1ccc(-c2nnn(Cc3nn[nH]n3)n2)cc1	5	-7%	0%	7%	8%	-19%	7%	9%	5%	1%
CSCCC(NC(=O)c1ccc(Cl)cc1Cl)C(=O)N1CCCCCCC1 (stereo not drawn)	0	1%	u	3%	2%	x	9%	x	x	10%
Cc1cnc(NC(=O)c2ccc(-c3nc4ccccc4s3)o2)s1	-7	-6%	28%	2%	-2%	u	3%	-13%	u	-28%
CC(C)CC(=O)NC(NC(=S)Nc1ccccc1)C(Cl)(Cl)Cl (stereo not drawn)	-10	-2%	-9%	3%	7%	13%	5%	16%	-1%	-48%[inhibitor]
CN(CC(=O)Nc1ccccc1Br)C(=O)c1n[nH]c2ccccc12	6	-1%	4%	-9%	7%	x	9%	x	x	-19%
O=C(COC(=O)c1cnccn1)NCc1ccc(Cl)cc1	-4	2%	5%	-2%	-6%	6%	2%	0%	-5%	26%
O=C(CCCCCCN1C(=O)c2ccccc2C1=O)N1CCC(c2ccccc2)C1 (stereo not drawn)	-14	0%	17%	3%[46.1 µM]	-5%	-10%	x	-2%	u	13%
CCCNC(=O)Cn1cnc([N+](=O)[O-])n1	2	0%	-4%	-4%[46.1 µM]	5%	0%	-1%	1%	u	4%
Cc1ccc(C(=O)CSc2ccccn2)cc1	8	-9%	-8%	-15%	2%	0%	-7%	5%	2%	-7%
COc1ccc(CCN(CC(=O)NC2CCCC2)C(=O)Cn2nnc(-c3ccc(C)o3)n2)cc1OC	22	-4%	4%	3%	-4%	15%	1%[11.5 µM]	-7%	-12%	9%
Cc1scc(C(=O)N/N=C/c2ccc([N+](=O)[O-])o2)c1C	0	x	-5%	x	x	x	28%	-1%	u	x
COc1ccc(OC)c(NC(=O)c2nc3ccccc3s2)c1	-17	-7%	14%	1%	7%	u	6%	-3%	-5%	-2%
CCOC(CCNC(=O)CCC(=O)Nc1ccc2nc(N3CCN(C)CC3)cc(C)c2c1)OCC	12	1%	1%	0%	418%[activator]	-11%	0%	-4%	1%	10%
CCN1CCN(c2ccc(S(=O)(=O)N3CCOCC3)cc2NC(=O)C(C)Oc2ccc(F)cc2)CC1 (stereo not drawn)	1	-1%	-1%	0%	2%	x	1%	x	x	-12%

High-throughput results from PubChem.

The list is partial; count on the stated rates, not on these rows.
